Assay outcomes from PubChem BioAssay.
GPR55 beta-arrestin: GPR55 agonists via beta-arrestin recruitment, primary screen, imaging, U2OS cells, beta-arrestin-GFP redistribution (AID 1961); activation, % at 10 µM; hits with a dose series show EC50 in µM; 0.048% of 290,000 active; U2OS GPR55 beta-arrestin-GFP redistribution imaging; higher % means a stronger effect;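 active = activation above 40% with more than 50 cells counted in the well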;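 note: U2OS osteosarcoma cells stably expressing GPR55 and beta-arrestin-GFP; plate controls were DMSO negative control for no effect and LPI positive control for full effect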
K1F lysis inhibition: inhibition of K1F phage lysis, E. coli UTI89, bacterial capsule biogenesis inhibitors, alamar blue (AID 488966). E. coli UTI89 K1F phage lysis, alamar blue, 2 h; higher % means a stronger effect. inhibition, % at 100 µM, or IC50 in µM where a hit was titrated. 0.02% of 340,000 active;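 active = phage lysis inhibition, versus mean bacterial control, above a set limit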;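 note: capsule biogenesis inhibitors block K1F phage lysis so surviving cells raise fluorescence; higher fluorescence means more inhibition of phage lysis; actives were called in the ten point dose series up to 300 µM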
GPR55 antagonists: GPR55 antagonists blocking LPI-driven arrestin recruitment, primary screen, imaging, U2OS, beta-arrestin-GFP, LPI agonist (AID 2013); 0.13% of 290,000 active; U2OS GPR55 beta-arrestin-GFP translocation imaging, LPI antagonism; higher % means a stronger effect; inhibition, % at 10 µM, or IC50 in µM where a hit was titrated;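 active = spots per cell inhibited over 60%, with over 100 cells counted and total cytoplasm intensity under 500,000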;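 note: U2OS cells stably carrying GPR55 and arrestin-GFP stimulated by 5 µM LPI near EC80; imaged beta-arrestin-GFP aggregate spots per cell after agonist stimulation; plate controls were LPI-stimulated DMSO wells for no effect and DMSO wells without LPI for full effect; some results filed as inactive read as strong as hits; confirmed hits need IC50 under 10 µM and bright autofluorescent wells are also inconclusive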
Rac1 GTP hydrolysis: MgcRacGAP GTPase-activating activity inhibitors, confirmation, biochemical, ADP Hunter fluorescence; MgcRacGAP-stimulated Rac1 GTP hydrolysis, ADP Hunter fluorescence; higher % means a stronger effect; GST-tagged Rac1 F28L mutant substrate; inhibition, % at 30 µM; hits with a dose series show IC50 in µM; 0.6% of 340,000 active; AID 624330;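 active = first-screen hits whose inhibition reached a set limit at any dose in the follow-up dose series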;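 note: fluorescence reports GDP produced by GAP-driven GTP hydrolysis; strong numbers were not always called active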
GPR35 arrestin U2OS: GPR35 antagonists blocking zaprinast-driven arrestin recruitment, primary screen, imaging, U2OS, beta-arrestin-GFP, zaprinast agonist (AID 2058) | U2OS GPR35 beta-arrestin-GFP translocation imaging, zaprinast antagonism; higher % means a stronger effect | one-dose inhibition, % at 10 µM; IC50 in µM for titrated hits | 0.052% of 290,000 active;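 active = inhibition of at least 50% with at least 30 cells and total cytoplasm GFP at most 10,000,000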
NOD1 NF-kB reporter: NOD1 signaling inhibitors, primary screen, cell-based, luminescence, uHTS (AID 1578); 1% of 290,000 active; inhibition, % at 4 µM, or EC50 in µM where a hit was titrated; NOD1-driven NF-kB luciferase reporter cells, luminescence; higher % means a stronger effect; in the data active = inhibition mostly above about 36%, no sharp cut-off; inactive = mostly below about 34%;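 note: HEK-293T reporter cells stimulated with the NOD1 agonist gamma-tri-DAP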
KOR beta-arrestin-1: kappa opioid receptor activators – cell-based, luminescence, uHTS, primary screen (AID 1777). KOR beta-arrestin recruitment, luminescence; higher % means a stronger effect. one-dose activation, % at 10 µM; EC50 in µM for titrated hits. 0.02% of 280,000 active; in the data active = activation above about 50%, passing the limit was not always enough; note: a part of the inactive calls stands beside numbers as strong as those of hits
KOR beta-arrestin-2: kappa opioid receptor blockers – cell-based, luminescence, uHTS (AID 1778) | inhibition, % at 10 µM, or IC50 in µM where a hit was titrated | KOR beta-arrestin recruitment, luminescence, antagonist mode; higher % means a stronger effect | 0.091% of 290,000 active; in the data active = inhibition above about 50%; note: strong numbers were not always called active
NTR1 agonist: agonists of NTR1, primary screen, imaging, U2OS cells, beta-arrestin-GFP, high content (AID 493036); NTR1-U2OS beta-arrestin-GFP spot imaging, agonist mode; activation, % at 20 µM; 0.17% of 330,000 active;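 active = activation at or above 40% of the spot to cytoplasm intensity ratio, with at least 20 cells analyzed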;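 note: 0% = DMSO without peptide and 100% = 100 nM NTR1 peptide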
Target sequence (P30989 whole entry, looked up): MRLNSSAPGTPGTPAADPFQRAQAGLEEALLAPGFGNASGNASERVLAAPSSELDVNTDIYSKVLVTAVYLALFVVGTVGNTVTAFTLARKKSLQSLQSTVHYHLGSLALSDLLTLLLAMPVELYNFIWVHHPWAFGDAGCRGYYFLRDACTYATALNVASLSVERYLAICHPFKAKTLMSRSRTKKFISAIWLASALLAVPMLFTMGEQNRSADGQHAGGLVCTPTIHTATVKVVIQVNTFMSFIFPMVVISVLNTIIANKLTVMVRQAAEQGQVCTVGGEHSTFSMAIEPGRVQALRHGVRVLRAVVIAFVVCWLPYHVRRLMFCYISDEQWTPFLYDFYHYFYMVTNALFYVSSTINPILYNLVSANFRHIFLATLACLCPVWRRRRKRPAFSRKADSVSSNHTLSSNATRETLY
NTR1 agonist cell count 20 µM: recorded beside NTR1 agonist, whose call it bears; cell count; measured here: cell count, cytotoxicity flag
Numbers without * were called inactive; i = inactive; . = no result given; [ ] = dose if it differs, or a comment. Not all compounds are listed; count on the stated rates, not on these rows.

SMILES	GPR55 beta-arrestin	K1F lysis inhibition	GPR55 antagonists	Rac1 GTP hydrolysis	GPR35 arrestin U2OS	NOD1 NF-kB reporter	KOR beta-arrestin-1	KOR beta-arrestin-2	NTR1 agonist	NTR1 agonist cell count 20 µM
CC(=O)Nc1nonc1-c1ccccc1	-0.2%	0.2%	13%	5%	3%	-9%	12%	13%	0.1	96
Cc1cccc(-c2nsc(SCC(=O)c3ccc(Cl)cc3)n2)c1	1.1%	-0.8%	-10%	3%	-4%	-4%	-0.3%	14%	5.2	64
O=S(=O)(NCCSc1ccccc1)c1ccc2c(c1)OCCO2	-0.1%	-0.2%	-12%	8%	-17%	4%	3.8%	-34%	-2.1	78
CCn1c(SCC(=O)Nc2ccc(S(=O)(=O)Nc3onc(C)c3C)cc2)nnc1-c1ccccc1	-0.1%	-0.6%	15%	6%	12%	4%	-4.5%	-26%	2.5	93
Cc1ccccc1COc1ccc(-c2nnn(CC(=O)O)n2)cc1	-0.1%	-1.0%	8%	1%	-4%	12%	2.5%	-56%[20 µM]	1.7	51
Cc1ccc(NC(=S)N2CCN(Cc3ccccc3)CC2)c(C)c1	-0.5%	-4.7%	-6%	2%	-2%	-12%	6.8%	5%	1.4	52
CC(=O)c1c(C)n([O-])c2cc(F)c(F)cc2[n+]1=O	-0.1%	0.6%	-1%	5%	-9%	1%	-1.3%	-18%	1.8	68
O=C(NC1CCCCC1)C(c1cccs1)N(CC1CCCO1)C(=O)c1csnn1 (stereo not drawn)	-0.1%	0.3%	4%	5%	-23%	-10%	6.5%	-20%	-0.7	98
CCOC(=O)C1CCN(c2cc3c(cc2NC(=O)c2ccccc2Br)n(C)c(=O)n3C)CC1	-0.1%	-0.5%	5%	12%	14%	-7%	0.6%	-29%	6.2	63
COc1ccc([C@@H]2[C@@H]3C(=O)N(C(C)(C)C)C(=O)[C@@H]3[C@]3(C)C(=O)N(c4ccccc4)C(=O)N23)cc1	-0.1%	1.4%	0%	0%	1%	12%	-3.3%	-20%[20 µM]	2.0	104
Cc1c(CNC(=O)C2CC2)c(-n2cccc2)n(Cc2ccccc2)c1C	1.4%	-0.1%	-3%	6%	6%	-12%	6.6%	-10%	-0.8	38
Cn1c(=O)n(C)c2cc(/C=N/NC(=O)c3cc4cc(Br)ccc4o3)ccc21	0.3%	0.6%	0%	8%	-5%	-5%	0.5%	12%	0.3	68
O=c1c2ccccc2ncn1C1CCCCC1	-0.1%	1.5%	-9%	6%	-3%	-31%	3.2%	-44%	1.2	76
CCOC(=O)c1c(/N=C/C2C(=O)CCCC2=O)sc(C)c1C	-0.3%	0.1%	3%	15%	5%	-22%	-5.9%	1%	0.0	59
Cc1ccc(NS(=O)(=O)c2cc(NC(=O)c3cc4c(s3)CCCC4)ccc2C)c(C)c1	0.2%	0.3%	2%	12%	-6%	25%	-4.2%	.	6.7	42
CC1Sc2ccc(S(=O)(=O)NCCc3ccccc3)cc2NC1=O (stereo not drawn)	0.0%	-0.1%	2%	15%	18%	6%	6.8%	-15%	5.8	61
O=C(CNC(=O)N1CC(=O)Nc2ccccc21)NCc1ccc(Cl)cc1	-0.1%	0.4%	13%	10%	-14%	9%	-0.2%	11%	1.8	68
Fc1ccc(-c2c[nH]c(=S)n2Cc2ccccc2)cc1	0.2%	0.1%	27%	-1%	20%	-11%	-9.1%	15%	1.8	37
Cc1ccccc1-c1nc(Cc2ccc(Cl)cc2)no1	-0.1%	0.8%	-7%	2%	3%	-25%	-3.7%	26%	-1.7	89
N#C/C(C(=O)N1CCOCC1)=C1\Nc2ccccc2S1	-0.2%	0.8%	4%	29%	2%	-7%	-2.5%	-31%	-0.3	75
CCCN(CCO)Cc1ccc(Br)cc1	-0.1%	-0.4%	6%	-2%	9%	42%	4.5%	-8%	1.5	46
COc1ccc(C(=O)NCCCn2ccnc2)cc1	-0.2%	4.3%	6%	11%	10%	3%	-9.5%	-15%	-0.3	56
CCCn1c(O)c(CN2CCCC(C)C2)c(C)c(C#N)c1=O (stereo not drawn)	0.2%	3.2%	2%	10%	-18%	-26%	-0.8%	13%	0.3	53
Cc1cccc(NC(=O)c2ccc(NCCc3ccccc3)c([N+](=O)[O-])c2)c1	0.0%	1.2%[50 µM]	8%	1%	-11%	-26%	28%	-19%	7.0	89
COC(=O)c1cc(NC(=O)Cn2c(=O)oc3ccccc32)cc(C(=O)OC)c1	-0.2%	0.8%	-6%	6%	3%	-4%	3.2%	-38%	-1.4	59
COc1cccc(CN2CCNC(=O)C2CC(=O)NC2CCCCC2)c1OC (stereo not drawn)	-0.2%	0.1%	8%	-17%	22%	-9%	-3.0%	-6%	1.7	75
O=S(=O)(/N=C(/NC(=S)Nc1ccccc1)c1ccccc1)c1ccc(Cl)cc1	-0.2%	-0.3%	3%	7%	-5%	-32%	1.0%	-13%	-0.6	49
CCOC(=O)/C(=N/Nc1ccc(Cl)cc1)S(=O)(=O)c1ccc(Cl)cc1	36%	1.8%	-2%	3%	-4%	-16%	11%	5%	4.2	53
COc1ccc(OC)c(S(=O)(=O)NCCC2=CCCCC2)c1	-0.1%	i	-30%	3%	13%	7%	-1.6%	-34%	0.3	49
COc1ccc(CC(=O)OCC(=O)Nc2ccc(C(=O)Nc3ccc(OC)cc3)cc2)cc1	0.3%	-1.4%	7%	7%	1%	-24%	-4.7%	-21%	-0.2	26
Cc1cc(C)c2sc(N(CCCN(C)C)C(=O)c3ccc(Br)s3)nc2c1	40%	0.7%	4%	11%	19%	-38%	-0.5%	-51%	7.9	65
COc1cc(NC(=O)Cn2nnc(-c3ccncc3)n2)cc(OC)c1	0.6%	3.8%	-40%	4%	24%	-18%	18%	-13%	1.7	47
Cc1cccc(OCC(O)CN2CCN(S(=O)(=O)c3ccc(C)cc3C)CC2)c1 (stereo not drawn)	0.4%	-0.5%	-1%	6%	-3%	-17%	4.4%	-22%	1.9	59
Cc1nc(NCCN)c(C#N)c2c1COC(C)(C)C2	0.8%	0.4%	1%	-12%	7%	-29%	-7.1%	11%	-1.6	47
COc1ccc(S(=O)(=O)Cc2ccc(C(=O)NCc3ccccc3OC)o2)cc1	-0.2%	0.2%	8%	.	-13%	-32%	1.0%	-18%	-0.1	63
CCn1c(O)c(N=NC(=O)CNC(=O)/C=C/c2ccccc2)c2ccccc21	-0.2%	0.2%	-12%	7%	28%	8%	3.6%	-20%	4.9	58
CCOC(=O)c1c(NC(=O)COC(=O)CNC(=O)c2ccco2)sc(C(C)=O)c1C	0.3%	-0.2%	14%	6%	2%	-12%	1.7%	4%	0.9	60
Nc1cc(=O)[nH]c(SCC(=O)Nc2cc(Cl)ccc2Cl)n1	0.6%	0.6%	-2%	3%	-5%	-4%	5.0%	-11%	0.2	69
C=CCc1cccc(/C=N/NC(=O)c2ccccc2OC)c1O	1.1%	2.6%	7%	6%	25%	-8%	-6.1%	-18%	5.5	90
C[C@@H]1CC=C[C@H]2[C@H]1C(=O)N(Cc1ccccc1)[C@H]2c1ccc(-c2ccoc2)cc1F	-0.1%	2.0%	30%	8%	-7%	-3%	1.3%	18%	11	84
Nn1c(SCC(=O)N2CCN(S(=O)(=O)c3ccc(Cl)cc3)CC2)nnc1-c1cccs1	0.2%	-0.3%	-8%	8%	2%	16%	-3.5%	18%	0.4	34
CC1(C)C2CCC(C2)C1(C)N=C1OC(CCl)CS1 (stereo not drawn)	-0.1%	-0.2%	1%	4%	6%	0%	-1.0%	8%	0.7	53
C(=N\Nc1nc(N2CCCC2)nc(N2CCCC2)n1)/c1cccnc1	-0.1%	0.0%	19%	6%	-3%	-24%	-5.1%	-11%	0.6	99
CC1CC(C)CN(c2oc(-c3ccccc3F)nc2C#N)C1 (stereo not drawn)	-0.1%	-0.2%	-15%	.	4%	6%	-2.9%	-8%	0.2	77
OCn1ncn(-c2ccccc2)c1=S	0.2%	1.3%	11%	6%	-4%	-7%	-2.8%	4%	0.0	65
Cc1nn(-c2ccccc2)c(C)c1/C=C/C(=O)OC(C)C(=O)Nc1ncc(Cl)cc1Cl (stereo not drawn)	-0.3%	0.2%	19%	4%	-2%	-29%	-3.2%	-15%	1.9	72
CCCN1C2CCCC1CC(NC(=O)c1ccccc1OC)C2 (stereo not drawn)	-0.3%	-1.2%	9%	0%	-6%	-14%	2.1%	-27%[20 µM]	1.0	63
Cc1cc(C(=O)CSc2nn3c(=O)c(C(C)(C)C)nnc3s2)c(C)n1C1CC1	-0.5%	0.3%	9%	-1%	0%	-26%	0.2%	-1%	4.0	24
C/C(CC(=O)Nc1ccc(F)cc1F)=N\NC(=O)C(=O)N1CCCCC1	-0.1%	.	12%	.	7%	-8%	-2.7%	4%	-1.0	49
O=C1C2CC=CCC2C(=O)N1c1ccc(NCCc2ccccc2)c([N+](=O)[O-])c1 (stereo not drawn)	-0.3%	4.6%	10%	3%	-4%	-31%	11%	-85%	6.8	50
CCc1c(C)[nH]c2ccccc2c1=O	0.2%	-0.8%	-6%	-3%	1%	8%	-7.8%	0%	0.9	50
CCCC(=O)N(Cc1cc(=O)[nH]c2ccccc12)c1ccc(OC)cc1	-0.1%	-0.1%	14%	19%	3%	4%	1.0%	7%	0.1	79
Cc1cc(=O)[nH]c(SCC(=O)Nc2nc3ccccc3s2)n1	1.1%	0.1%	3%	18%	-5%	-17%	-0.3%	-36%	0.3	50
CN=c1scc(C)n1/N=C/c1ccc(O)cc1	-0.2%	-0.1%	-1%	21µM*	6%	-107%	1.6%	-6%	2.4	61
CN(CCC#N)Cc1cc(=O)oc2ccc3ccccc3c12	0.0%	0.6%	-4%	8%	15%	1%	0.8%	-16%	0.9	46
CCOc1ccc(C(CC(=O)O)NC(=O)C2c3ccccc3Oc3ccccc32)cc1 (stereo not drawn)	0.2%	-0.1%	9%	-2%	-14%	-19%	-2.5%	10%	2.5	84
CCCCn1c(-c2ccc(F)c(F)c2)nc2cc3[nH]c(=O)c(C(C)C)nc3cc21	-0.1%	-0.2%	4%	7%	9%	8%	-2.6%	-35%[20 µM]	13	87
Cc1ccc(SCCC(=O)Nc2ccccc2Br)cc1	-0.2%	0.4%	1%	6%	12%	37%	5.3%	-2%	0.1	38
